# Compound activity: PubChem BioAssay, several laboratories
# PABP1 MLLE inh: inhibitors of PABP1 MLLE–PAM2 peptide binding, primary screen, biochemical, fluorescence polarization, FITC-PAM2, GST-MLLE; Polyadenylate-binding protein 1 (Homo sapiens), P11940; inhibition, % at 20 µM; hit rate 0.36% among 360,000; AID 588489, 2011; in the data active = inhibition above about 35%, passing the limit was not always enough;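 note: plate controls were DMSO wells with GST-MLLE for no effect and wells lacking GST-MLLE protein for full effect; some results filed as inactive read as strong as hits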
# MsrA act: bovine MsrA enzyme activators, primary screen, biochemical, absorbance, HTS; Methionine sulfoxide reductase A (Bos taurus); purified bovine MsrA, absorbance read-out; activation, % at 10.6 µM; hit rate 0.3% among 360,000; AID 602163, 2012; in the data active = activation above about 7.5%;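 note: 0% = vehicle and 100% = reference activator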
# Rin1-Abl PPI inh: inhibitors of Rin1-Abl protein binding, primary screen, biochemical, TR-FRET; hit rate 0.4% among 360,000; Tyrosine-protein kinase ABL1 (Homo sapiens) + Ras and Rab interactor 1 (Homo sapiens), …; inhibition, % at 7.35 µM; in the data active = inhibition above about 5%, passing the limit was not always enough
# MT1-MMP act inh: blockers of MT1-MMP proenzyme processing, primary screen, HT1080 RFP-PRO-GFP cells, GFP/RFP fluorescence; Matrix metalloproteinase-14 (Homo sapiens), P50281; GFP/RFP ratio fluorescence, overnight; percent of plate control window, DMSO zero; GFP/RFP ratio change, % at 20 µM; hit rate 0.061% among 360,000;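 active = GFP/RFP ratio change of at least 30% with cell ATP level not reduced by more than half and red fluorescence within 50% of control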; note: strong numbers were not always called active
#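 Material – HT1080 RFP-PRO-GFP cells · Control set – DMSO wells and RFP-L50D-GFP cells · Incubation – overnight cell settling, then overnight compound exposure, 37 °C, 5% CO2 · Compound dosing – single-point 20 µM compound, 1% DMSO · Read-out – GFP/RFP fluorescence ratio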
# CendR NRP1 mod: modulators of CendR peptide binding to NRP-1, primary screen, biochemical, fluorescence polarization, uHTS; hit rate 0.85% among 360,000; inhibition, % at 25 µM; FAM-RPARPAR peptide binding to NRP-1;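 active = inhibition or corrected inhibition above about 18%, plus a signal ratio from 0.5 to 1.5, limit read from the data, passing the limit was not always enough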; note: strong numbers were not always called active
# eLon inh: inhibitors of E. coli Lon protease, primary screen, biochemical, fluorescence polarization; P0A9M0; purified E. coli Lon protease; inhibition, % at 7.94 µM; hit rate 0.42% among 360,000; AID 602123, 2011; in the data active = inhibition above about 13%, passing the limit was not always enough;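 note: 0% = enzyme with probe and DMSO and 100% = no enzyme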
# SKN-1 block: suppressors of acrylamide-induced Pgst-4::GFP reporter in worms, primary screen, SKN-1 inhibitor project, whole organism, uHTS, GFP/RFP fluorescence ratio, strain VP596 | C. elegans VP596 Pgst-4::GFP/RFP ratio, 24 h | inhibition, % at 21.8 µM | AID 624304, 2012 | hit rate 0.49% among 360,000;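 active = interference check ratio from 0.5 to 1.5 plus GFP to RFP signal ratio inhibition reaching or exceeding a fixed threshold, cut at about 30% in these data, passing the limit was not always enough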; note: some compounds called inactive have numbers as strong as hits
# Neddyl block: inhibitors of cullin neddylation, primary screen, biochemical, TR-FRET, uHTS, NAE and Ubc12. calls only at 25 µM. hit rate 0.58% among 360,000; in the data active = inhibition above about 36%
# FAS TE block: FAS thioesterase domain inhibitors, primary screen, biochemical, fluorescence intensity, uHTS; Fatty acid synthase (Homo sapiens), P49327; recombinant FAS-TE, OMFH fluorogenic substrate, fluorescence endpoint; inhibition, % at 15 µM; hit rate 0.67% among 360,000;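 active = compounds whose normalised, plate-corrected inhibition of enzyme fluorescence in the single-dose primary screen is 50% or more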;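 note: 0% = DMSO with enzyme and 100% = substrate without enzyme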
# Target sequence (P49327 whole entry, looked up, the tested form may be a part): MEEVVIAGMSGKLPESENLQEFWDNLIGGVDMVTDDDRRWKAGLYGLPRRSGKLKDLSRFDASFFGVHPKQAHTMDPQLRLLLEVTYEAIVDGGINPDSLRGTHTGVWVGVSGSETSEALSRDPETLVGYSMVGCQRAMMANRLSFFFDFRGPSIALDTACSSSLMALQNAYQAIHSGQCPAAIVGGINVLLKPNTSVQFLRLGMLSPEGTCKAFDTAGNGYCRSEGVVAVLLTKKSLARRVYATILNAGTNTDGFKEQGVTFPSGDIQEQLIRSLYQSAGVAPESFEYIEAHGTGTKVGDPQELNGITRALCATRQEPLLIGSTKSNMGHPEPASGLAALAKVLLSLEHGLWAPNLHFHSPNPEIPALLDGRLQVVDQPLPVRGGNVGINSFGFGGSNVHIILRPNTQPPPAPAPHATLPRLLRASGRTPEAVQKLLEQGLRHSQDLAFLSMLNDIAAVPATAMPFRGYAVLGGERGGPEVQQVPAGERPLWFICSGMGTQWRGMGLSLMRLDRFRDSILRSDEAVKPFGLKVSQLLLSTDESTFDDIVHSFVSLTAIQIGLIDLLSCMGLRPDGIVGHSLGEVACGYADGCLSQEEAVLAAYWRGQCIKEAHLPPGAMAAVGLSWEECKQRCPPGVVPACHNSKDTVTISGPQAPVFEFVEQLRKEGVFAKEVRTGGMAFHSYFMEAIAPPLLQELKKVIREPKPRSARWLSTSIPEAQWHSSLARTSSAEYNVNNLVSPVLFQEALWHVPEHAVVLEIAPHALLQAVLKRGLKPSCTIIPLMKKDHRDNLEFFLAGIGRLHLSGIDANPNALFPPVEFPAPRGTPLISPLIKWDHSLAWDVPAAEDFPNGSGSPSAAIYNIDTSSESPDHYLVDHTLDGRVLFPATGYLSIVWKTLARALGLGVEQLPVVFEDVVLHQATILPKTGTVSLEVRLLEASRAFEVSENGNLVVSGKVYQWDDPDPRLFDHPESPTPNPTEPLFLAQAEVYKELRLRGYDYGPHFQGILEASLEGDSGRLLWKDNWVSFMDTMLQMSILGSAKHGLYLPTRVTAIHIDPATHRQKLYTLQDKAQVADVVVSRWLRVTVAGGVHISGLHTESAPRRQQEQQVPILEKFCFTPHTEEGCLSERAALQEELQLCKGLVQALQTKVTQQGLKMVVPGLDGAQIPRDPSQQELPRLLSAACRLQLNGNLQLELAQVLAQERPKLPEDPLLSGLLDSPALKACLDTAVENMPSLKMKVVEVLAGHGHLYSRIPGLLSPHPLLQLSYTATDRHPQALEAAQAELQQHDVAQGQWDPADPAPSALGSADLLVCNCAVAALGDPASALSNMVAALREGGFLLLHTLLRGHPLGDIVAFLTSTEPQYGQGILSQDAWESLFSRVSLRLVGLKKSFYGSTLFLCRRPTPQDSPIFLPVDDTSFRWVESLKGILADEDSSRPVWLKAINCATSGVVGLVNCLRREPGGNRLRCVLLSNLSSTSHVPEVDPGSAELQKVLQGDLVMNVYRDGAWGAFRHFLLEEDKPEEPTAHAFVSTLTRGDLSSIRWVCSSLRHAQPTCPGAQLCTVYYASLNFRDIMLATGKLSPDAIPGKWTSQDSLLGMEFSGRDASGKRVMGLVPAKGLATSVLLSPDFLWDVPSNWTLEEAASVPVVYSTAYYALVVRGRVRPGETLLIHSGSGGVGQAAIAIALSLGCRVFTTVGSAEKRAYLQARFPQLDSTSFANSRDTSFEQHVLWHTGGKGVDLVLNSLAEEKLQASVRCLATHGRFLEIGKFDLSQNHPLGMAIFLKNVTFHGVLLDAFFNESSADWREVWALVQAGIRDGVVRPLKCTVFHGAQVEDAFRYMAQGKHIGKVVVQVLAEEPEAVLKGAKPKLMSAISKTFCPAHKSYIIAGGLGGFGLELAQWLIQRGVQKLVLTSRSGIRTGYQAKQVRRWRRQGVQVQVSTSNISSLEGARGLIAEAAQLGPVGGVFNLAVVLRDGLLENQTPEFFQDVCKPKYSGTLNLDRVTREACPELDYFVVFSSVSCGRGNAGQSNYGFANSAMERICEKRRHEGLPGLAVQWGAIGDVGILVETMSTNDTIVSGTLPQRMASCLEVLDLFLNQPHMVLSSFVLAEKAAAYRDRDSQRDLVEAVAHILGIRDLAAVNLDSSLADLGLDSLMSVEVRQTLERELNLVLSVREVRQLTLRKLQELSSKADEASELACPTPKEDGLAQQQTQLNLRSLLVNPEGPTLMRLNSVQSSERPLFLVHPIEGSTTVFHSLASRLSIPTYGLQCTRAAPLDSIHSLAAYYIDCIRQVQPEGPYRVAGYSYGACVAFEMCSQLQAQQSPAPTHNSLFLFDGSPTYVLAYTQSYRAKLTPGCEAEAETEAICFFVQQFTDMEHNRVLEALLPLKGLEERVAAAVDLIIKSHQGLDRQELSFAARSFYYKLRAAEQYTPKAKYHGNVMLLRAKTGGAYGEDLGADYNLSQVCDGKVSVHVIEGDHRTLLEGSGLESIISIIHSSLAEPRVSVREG
# * hit, by the source's call; i = inactive; · = not tested or not shown.
SMILES,PABP1 MLLE inh,MsrA act,Rin1-Abl PPI inh,MT1-MMP act inh,CendR NRP1 mod,eLon inh,SKN-1 block,Neddyl block,FAS TE block
CC(=N)c1c(O)c2ccccc2oc1=O,-2,-2,-1,1,-6,14,1,i,-6
CCC(=O)NC(c1cccs1)c1cc([N+](=O)[O-])c2cccnc2c1O (centres undefined),8,-4,10*,8,2,-5,19,i,1
COc1cc(C(=O)N2CCCCC2c2cc(C(=O)Nc3ccccc3)no2)cc(OC)c1C (centres undefined),5,-5,-3,-6,-7,3,-2,i,18
CC(C)CCSc1nc2ccccc2[nH]1,-19,-7,2,2,0,-1,7,i,-6
O=C(CSc1n[nH]c(C2CCCC2)n1)NC1CCCC1,-4,-10,3,0,-4,1,1,i,-8
CCOc1cc(/C=N/NC(=O)c2ccncc2)ccc1OC(=O)c1ccccc1,-1,-2,2,0,11,-7,-18,i,-3
CCN(CC(=O)Nc1c(F)cccc1F)C(=O)CN1C(=O)NC2(CCCC2)C1=O,-8,7,2,-5,10,-1,14,i,-6
CCc1nc2oc3ccccc3c(=O)c2c(=O)n1Cc1ccccc1,-19,-5,0,-6,7,-1,-35,i,-3
Cc1ccc(-c2ccccc2)n1-c1ccc(C(=O)O)cc1,4,-5,0,-1,-10,-4,-10,i,-3
N#CCCn1cc(/C=N/O)c(-c2ccc(Cl)cc2)n1,2,-7,-3,0,10,1,-22,i,-8
COc1cc(C(=O)NCCCN2CCCC2=O)cc(Br)c1OCc1ccccc1,-2,-10,1,-6,4,5,-6,i,-6
CCOc1ccc(C(=O)NCCN2CCCCC2)c(OCC)c1,1,-2,3,4,-5,-1,7,i,0

# Printed as active in Rin1-Abl PPI inh, of those listed so far:
structure,PABP1 MLLE inh,MsrA act,Rin1-Abl PPI inh,MT1-MMP act inh,CendR NRP1 mod,eLon inh,SKN-1 block,Neddyl block
CCC(=O)NC(c1cccs1)c1cc([N+](=O)[O-])c2cccnc2c1O (centres undefined),8,-4,10*,8,2,-5,19,i

# (listing goes on)
SMILES,PABP1 MLLE inh,MsrA act,Rin1-Abl PPI inh,MT1-MMP act inh,CendR NRP1 mod,eLon inh,SKN-1 block,Neddyl block,FAS TE block
CC(C)N1CCN(Cc2ccccc2-c2ccco2)CC1CCO (centres undefined),-1,-3,1,3,3,-3,2,i,-10
Cc1ncc(CN2CCC(n3nccc3NC(=O)c3ccccc3)CC2)s1,-11,-1,0,1,3,3,13,i,0
COc1ccc(CN(CC2CCC(C(=O)O)CC2)C(=S)Nc2cccc(C)c2)cc1 (centres undefined),-41,-3,5,0,4,0,-9,i,-6
Cc1ccc(OCC(=O)N2CCN(C(=O)c3cccc(F)c3)CC2)cc1,3,-2,-3,-3,12,11,0,i,-1
OCCN1CCN(C(=S)c2ccc(-c3ccccc3)cc2)CC1,28,-3,-2,3,0,3,2,i,0
Nc1nc(SCC(=O)Nc2ccccc2)[nH]c(=O)c1-c1ccccc1,8,-2,-1,7,-4,-1,-9,i,-6
O=Nc1c(O)n(Cc2ccc(Cl)cc2)c2ccccc12,5,-7,-1,-5,-3,-3,-27,i,-188
COc1ccc(C(=O)CC(=O)C(=O)Nc2ccc(OC)c(Cl)c2)cc1,-7,-2,5,4,-1,-22,-3,i,1
O=C(NCC(c1ccco1)N1CCc2ccccc2C1)C(=O)Nc1ccc(F)cc1F (centres undefined),-9,0,3,1,5,-5,-14,i,15
CC1C[N+](=C2C=C(N3CCOCC3)CC(C)(C)C2)CC(C)O1 (centres undefined),-113,-13,-3,-13,7,-12,-18,i,-6
CCOC(=O)c1cc(CC)sc1NC(=O)COC(=O)C1CCC1,-2,0,1,2,9,-7,-6,i,9
c1ccc(Oc2ccc(-c3cc(NCCc4cccnc4)n4nccc4n3)cc2)cc1,4,0,-1,8,-3,1,13,·,-4
O=C(CNC(=O)c1ccccn1)N=Nc1c(O)[nH]c2ccccc12,-14,-4,-3,1,5,-3,1,i,-4
CN(C(=O)c1cccc(NC(=O)Cc2ccc(NC(=O)C3CCN(C(=O)CCc4ccccc4)CC3)cc2)c1)C1CCCCC1,-11,6,-2,-4,3,11,10,i,3
CCOc1ccc(Cl)cc1/C=N/NC(=O)c1ccccc1,8,-7,-1,5,1,-15,10,i,0
CCn1ccnc1CN(C)Cc1nc(Cc2cccc(C(F)(F)F)c2)no1,-10,-3,3,4,9,6,4,i,-1
CCC1CCCCN1Cc1nc2c(c(=O)n(C)c(=O)n2C)n1CCC(C)C (centres undefined),2,1,3,3,12,-5,-11,i,0
CCOn1c(=O)c(=O)n(OC)c2ccccc21,-2,-3,1,2,8,4,-11,i,-4
CC(=O)N1c2ccc(S(=O)(=O)NCCC(=O)Nc3ncccc3C)cc2CC1C (centres undefined),-2,-4,-1,-1,0,-13,12,i,-8
COC(=O)[C@]1(C)N[C@H](CN(C)C(=O)Nc2ccc(F)cc2)[C@@H]2C(=O)N(C)C(=O)[C@@H]21,9,-3,-1,1,4,-5,9,i,-10
O=C(NCCc1c[nH]c2ccccc12)C(=O)NCC(c1cccnc1)N1CCN(c2ccccc2)CC1 (centres undefined),-6,0,3,4,-14,-1,4,i,-1
CC(C)Cc1ccc(C(C)NC(=O)c2ccc(=O)[nH]c2)cc1 (centres undefined),-33,-3,2,-3,-4,2,5,i,1
CCC(NS(=O)(=O)c1ccc(C)cc1)C(=O)Nc1ccc(NC(C)=O)cc1 (centres undefined),1,-13,-2,3,9,6,-9,i,-6
CC(C)(C)[C@H]1CCC(=O)N([C@H](CC#N)Cc2ccccc2)CC1,-5,-1,1,2,23,-1,13,i,0
COc1ccc(-c2c([C@H]3[C@H]4C=CC[C@@H](C)[C@@H]4C(=O)N3Cc3ccccc3)ccc3ccccc23)cc1,-4,-1,-2,-10,5,-12,0,i,18
COc1ccc2cc(S(=O)(=O)Nc3ccccn3)ccc2c1,-3,-10,0,3,3,0,-23,i,-3
CCCCNC(=O)COC(=O)CNC(=O)c1cc(Cl)cc([N+](=O)[O-])c1,7,5,0,-1,14,0,4,i,2
Cn1c(Cc2nc(-c3cnccn3)no2)nnc1SCC(=O)Nc1ccccc1,2,-2,1,0,-3,-6,-7,i,-5
O=C(N/C(=C\c1ccco1)C(=O)N1CCCCC1)c1ccc([N+](=O)[O-])cc1,12,0,-1,0,0,-3,2,i,-3
COC(=O)C1CCN(C(=O)Cn2nnc(-c3ccccc3)n2)CC1,-18,-3,4,2,4,-3,-1,i,-2
C=CCOc1c2ccc(C(=O)NCc3ccccc3OC)cc2nn1C,11,-10,2,13,12,12,-16,·,-8
Cc1cc(NC(=O)c2cc(-c3ccco3)on2)no1,-2,-5,-5,0,-4,-8,-13,i,-6
COc1cccc(C2/C(=C(\O)c3ccc4c(c3)OCCO4)C(=O)C(=O)N2c2nnc(C)s2)c1 (centres undefined),-3,-2,1,-5,0,3,2,i,-4
COc1ccccc1NC(=O)c1ccc(S(=O)(=O)N(C)c2ccccc2)cc1,-5,-8,4,4,10,-20,-8,i,18
COc1ccc(-c2cc3nc(-c4ccccc4)cc(N4CCN(C(=O)c5ccccc5)CC4)n3n2)cc1,-10,-1,-2,-4,2,4,0,i,33
O=C(C1=C(O)C(=O)N(CCN2CCOCC2)C1c1ccc(F)cc1)c1cccs1 (centres undefined),5,-5,2,1,-1,-7,7,i,-5

# Molecules shown so far that contain a nitro group on carbon, in the order listed:
SMILES,PABP1 MLLE inh,MsrA act,Rin1-Abl PPI inh,MT1-MMP act inh,CendR NRP1 mod,eLon inh,SKN-1 block,Neddyl block,FAS TE block
CCC(=O)NC(c1cccs1)c1cc([N+](=O)[O-])c2cccnc2c1O (centres undefined),8,-4,10*,8,2,-5,19,i,1
CCCCNC(=O)COC(=O)CNC(=O)c1cc(Cl)cc([N+](=O)[O-])c1,7,5,0,-1,14,0,4,i,2
O=C(N/C(=C\c1ccco1)C(=O)N1CCCCC1)c1ccc([N+](=O)[O-])cc1,12,0,-1,0,0,-3,2,i,-3

# Part of the list above, with bars between the fields.
canonical_smiles | PABP1 MLLE inh | MsrA act | Rin1-Abl PPI inh | MT1-MMP act inh | CendR NRP1 mod | eLon inh | SKN-1 block | Neddyl block | FAS TE block
COc1ccc(-c2c([C@H]3[C@H]4C=CC[C@@H](C)[C@@H]4C(=O)N3Cc3ccccc3)ccc3ccccc23)cc1 | -4 | -1 | -2 | -10 | 5 | -12 | 0 | i | 18
COc1ccc2cc(S(=O)(=O)Nc3ccccn3)ccc2c1 | -3 | -10 | 0 | 3 | 3 | 0 | -23 | i | -3
CCCCNC(=O)COC(=O)CNC(=O)c1cc(Cl)cc([N+](=O)[O-])c1 | 7 | 5 | 0 | -1 | 14 | 0 | 4 | i | 2
Cn1c(Cc2nc(-c3cnccn3)no2)nnc1SCC(=O)Nc1ccccc1 | 2 | -2 | 1 | 0 | -3 | -6 | -7 | i | -5
O=C(N/C(=C\c1ccco1)C(=O)N1CCCCC1)c1ccc([N+](=O)[O-])cc1 | 12 | 0 | -1 | 0 | 0 | -3 | 2 | i | -3
COC(=O)C1CCN(C(=O)Cn2nnc(-c3ccccc3)n2)CC1 | -18 | -3 | 4 | 2 | 4 | -3 | -1 | i | -2
C=CCOc1c2ccc(C(=O)NCc3ccccc3OC)cc2nn1C | 11 | -10 | 2 | 13 | 12 | 12 | -16 | · | -8

# Continued.
SMILES,PABP1 MLLE inh,MsrA act,Rin1-Abl PPI inh,MT1-MMP act inh,CendR NRP1 mod,eLon inh,SKN-1 block,Neddyl block,FAS TE block
Cc1cc(=O)oc2cc(OCC(=O)NCCN3CCOCC3)ccc12,0,-2,1,-4,5,0,22,i,-5
COc1ccc(NC(=O)CSc2nnc(-c3cccs3)n2-c2ccccc2)cc1,-3,0,-25,2,-9,-11,12,i,-3
Cc1csc(NC(=O)CSc2nnc(-c3ccc(S(=O)(=O)N4CCCC4)cc3)o2)n1,-27,-1,-1,8,-13,1,-3,i,-11
C=CCSc1nnc(N2C(=O)C(O)=C(C(=O)c3ccco3)C2c2ccc(F)cc2)s1 (centres undefined),21,-2,1,-21,-44,-18,3,i,-12
CC(c1ccco1)N(C(=O)c1ccccc1NS(=O)(=O)c1ccc(Cl)c([N+](=O)[O-])c1)c1ccccn1 (centres undefined),7,-3,1,2,-8,9,-4,i,29
O=C(C[C@@H]1C/C=C\C[C@H](Cc2ccc(F)cc2)C(=O)OC[C@@H]2CCCN2C1=O)N[C@H](CO)Cc1ccccc1,-4,-9,4,6,-5,4,-18,i,-6
Cn1c(N)c(C(=O)COC(=O)COc2cc(Cl)c(Cl)cc2Cl)c(=O)n(C)c1=O,-4,-1,1,-1,10,-7,-3,i,3
Cc1cccc2cc(C3CC(c4ccco4)=NN3C(=O)CCC(=O)O)c(Cl)nc12 (centres undefined),-9,-4,-1,-3,-15,-1,2,i,-8
CCOC(=O)CSc1nnc(CNc2ccccc2Cl)n1-c1ccccc1,-16,-1,-1,1,-5,3,25,i,6
